Arr AP2 block = inhibitors of beta-arrestin/AP2 binding, primary screen, biochemical, GPCR trafficking, flow cytometry | beta-arrestin 1 C-terminal peptide binding to AP2 beta2-adaptin appendage (human) | FITC-arrestin peptide / GST-AP2 beads; AP2 beta2 appendage carries R879A mutation | inhibition, % at 10 µM | 340,000 tested, 0.31% active;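 active = inhibition above a set limit, near 3 SD of compounds lacking own fluorescence, cut at about 54% in these data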;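 also: plate controls were DMSO wells for no effect and 5 µM unlabelled arrestin peptide for full effect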
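test system = AP2 appendage R879A on GSH beads | buffer or medium = PBS plus Tween 20 (0.05%) and BSA (0.1%) | incubation = 12 min plus 1 h, RT | detection = bead flow cytometry, FITC channel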
PKA-R1A activ = activators of PKA-R1A holoenzyme, primary screen, biochemical, fluorescence polarization, Cy5-IP20, bovine R1A, mouse PKAc; 340,000 tested, 0.083% active; AID 504707, 2011; activation, % at 11.4 µM; cAMP-dependent protein kinase type I-alpha regulatory subunit (Bos taurus) + …; PKA-R1A dissociation; scaled: DMSO 0%, 113 µM cGMP 100%;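 active = percent activation above the mean of all tested compounds plus 3 SD, cut at about 19% in these data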;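 also: higher means more PKAc released from R1A so a rise in polarization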
PKA-R2B activ = activators of PKA-R2B holoenzyme, primary screen, biochemical, fluorescence polarization, Cy5-IP20, human; PKA-R2B holoenzyme dissociation; R2B truncated from residue 108, S112A mutant; 0% DMSO only, 100% 113 µM cGMP; activation, % at 11.4 µM; 340,000 tested, 0.079% active; AID 504700, 2011;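 active = activation above a cutoff set at the mean over all compounds plus 3 SD, cut at about 18% in these data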;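 also: higher means more holoenzyme dissociation and a rise in polarization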
Target sequence (P31323 whole entry, looked up, other chains not shown, the tested form may be a part): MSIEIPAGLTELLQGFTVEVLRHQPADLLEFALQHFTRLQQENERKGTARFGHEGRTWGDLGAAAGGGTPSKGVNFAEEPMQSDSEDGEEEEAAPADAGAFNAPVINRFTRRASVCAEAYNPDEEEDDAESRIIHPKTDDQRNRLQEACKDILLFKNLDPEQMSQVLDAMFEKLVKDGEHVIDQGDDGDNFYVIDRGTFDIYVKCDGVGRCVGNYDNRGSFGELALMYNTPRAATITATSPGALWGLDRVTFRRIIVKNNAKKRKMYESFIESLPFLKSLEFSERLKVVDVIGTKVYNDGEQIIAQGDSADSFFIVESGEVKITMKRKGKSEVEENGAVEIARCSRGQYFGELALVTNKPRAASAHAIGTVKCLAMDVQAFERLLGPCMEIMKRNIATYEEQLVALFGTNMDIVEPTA
SR-BI uptake up = activators of SR-BI mediated DiI-HDL uptake, primary screen, ldlA[mSR-BI] CHO cells, DiI fluorescence; 3 h; 100 = double the neutral-control signal; AID 504775, 2011; activation, % at 12.5 µM; 320,000 tested, 0.096% active;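 active = mean replicate activation of at least 60% and every replicate at or above 60%; inconclusive = mean or all-replicate condition met, but not both; inactive = mean below 60% and not all replicates reaching 60%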;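 also: 0% = median plate neutral-control signal and 100% = twice that signal; values of inactives mirror those of a sister screen read the other way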
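System: LDL receptor-deficient CHO ldlA cells overexpressing murine SR-BI | Timing: 3 h uptake period with compound, 37 °C | Medium: HEPES-buffered (25 mM, pH 7.4) F12 plus 0.5% BSA | Dosing: Single-point compound dose | Signal: Bottom-read fluorescence, 550/595 nm | Read-out: Retained DiI signal reflecting DiI-HDL uptake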
dFosB activator = activators of delta FosB homodimer, primary screen, biochemical, fluorescence polarization, TAMRA-CDK5 oligo, single point. Protein FosB (Mus musculus), P13346. AID 493131, 2011. 340,000 tested, 0.99% active. activation, % at 25 µM. purified delta FosB; percent of positive-control signal above neutral wells;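 active = mean activation above about 17%, with every replicate also reaching it, limit read from the data, passing the limit was not always enough; inconclusive = only one of the two conditions met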;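 also: fluorescence polarization rise as delta FosB binds a TAMRA Cdk5 AP-1 oligo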
DSG3 Ab inh = inhibitors of pemphigus antibody binding to DSG3, primary screen, biochemical, bead-based, flow cytometry, scFv-GFP | Desmoglein-3 (Homo sapiens), P32926 | DSG3-coupled beads, scFv-anti-DSG3-GFP binding; hits give low values | binding (percent of control), % at 10 µM | 310,000 tested, 0.48% active;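 active = binding more than 3 SD below its plate's average and above zero; inconclusive = below that plate limit but binding exactly zero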;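 also: hits lower antibody fragment binding to DSG3; some compounds called inactive have numbers as strong as hits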
CDK5 p35 inh = inhibitors of human CDK5/p35 kinase, primary screen, biochemical, single concentration. Recombinant CDK5/p35, ADP-Glo luminescence, 60 min. inhibition, % at 10 µM. 330,000 tested, 0.01% active. Cyclin-dependent kinase 5 (Homo sapiens) + Cyclin-dependent kinase 5 activator 1 (Homo …. AID 488839, 2010;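 active = highest replicate inhibition of at least 50% and at least 75% of replicates reaching 50%; inconclusive = only one of the two criteria met; inactive = both criteria failed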;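 also: plate controls were DMSO neutral control for no effect and GW8510 at 10 µM for full effect; many of its hits are not listed in these tables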
Target sequence (Q00535 whole entry, looked up): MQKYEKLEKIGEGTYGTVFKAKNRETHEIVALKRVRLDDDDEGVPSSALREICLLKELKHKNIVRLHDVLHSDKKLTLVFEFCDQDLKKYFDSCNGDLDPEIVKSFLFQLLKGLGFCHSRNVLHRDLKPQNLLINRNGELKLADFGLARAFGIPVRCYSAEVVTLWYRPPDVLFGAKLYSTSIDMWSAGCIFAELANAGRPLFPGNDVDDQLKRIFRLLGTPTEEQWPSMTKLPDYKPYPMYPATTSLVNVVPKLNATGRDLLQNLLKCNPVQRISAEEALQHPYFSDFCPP
Target sequence (Q15078 whole entry, looked up): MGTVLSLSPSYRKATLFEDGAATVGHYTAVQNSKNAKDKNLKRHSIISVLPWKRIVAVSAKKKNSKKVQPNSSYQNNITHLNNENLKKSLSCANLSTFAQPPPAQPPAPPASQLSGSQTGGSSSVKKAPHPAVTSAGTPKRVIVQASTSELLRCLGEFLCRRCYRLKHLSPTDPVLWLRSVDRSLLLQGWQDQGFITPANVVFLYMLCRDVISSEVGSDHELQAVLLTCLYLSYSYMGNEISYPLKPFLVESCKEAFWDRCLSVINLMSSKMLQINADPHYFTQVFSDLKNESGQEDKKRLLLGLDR
NSD2 inh = NSD2 histone methyltransferase inhibitors, primary screen, biochemical, AlphaScreen, single concentration, set 2 | Histone-lysine N-methyltransferase NSD2 (Homo sapiens), O96028 | inhibition, % at 12.5 µM | 310,000 tested, 0.54% active | NSD2 peptide methylation, 120 min; in the data active = inhibition above about 50%
MITF act = activators of MITF-driven TRPM1 promoter reporter, primary screen, cell-based, SK-MEL-5, luciferase, single point; SK-MEL-5 TRPM1-promoter luciferase, 24 h; % of positive control, neutral wells = 0; activation, % at 12.5 µM; 300,000 tested, 0.75% active; AID 588334, 2011;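 active = mean activation of at least 80% with every replicate also reaching 80%; inconclusive = mean reaches 80% but some replicate falls short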;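 also: 0% = neutral control wells and 100% = parthenolide positive control wells; values of inactives mirror those of a sister screen read the other way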
Mot1-301 SUMO = yeast Mot1-301 growth rescue at high temperature, primary screen, SUMOylation pathway inhibitor project, S. cerevisiae, ATP luminescence, 38.5C; AID 2716, 2010; growth rescue, % at 18.8 µM; 320,000 tested, 1% active; S. cerevisiae Mot1-301 growth rescue; percent above DMSO median, 100 means doubled;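 active = every valid replicate shows activation above 250% relative to neutral control wells; inactive = the rest, any valid replicate at or below 250%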;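 also: OY570 slx delta 5 strain wells were the positive control but not used for scaling; some compounds called inactive have numbers as strong as hits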
SR-BI DiI inh = inhibitors of SR-BI mediated HDL lipid uptake, primary screen, ldlA[mSR-BI] cells, fluorescence, single point; ldlA[mSR-BI] CHO cells, DiI-HDL uptake fluorescence, 3 h; Scavenger receptor class B member 1 (Mus musculus), Q61009; AID 488896, 2010; 320,000 tested, 0.96% active; inhibition, % at 12.5 µM;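 active = mean replicate inhibition of at least 70% and a set share of replicates each scoring 70 or more; inconclusive = meets just one of the two criteria; inactive = fails both criteria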;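 also: 0% = median of neutral control wells and 100% = median of positive control wells; values of inactives mirror those of a sister screen read the other way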
The depositor's hits bear a star; i = inactive; ? = inconclusive; . = no result given. Compounds were not picked by outcome; overall some 4.7% were active at least once.

SMILES	Arr AP2 block	PKA-R1A activ	PKA-R2B activ	SR-BI uptake up	dFosB activator	DSG3 Ab inh	CDK5 p35 inh	NSD2 inh	MITF act	Mot1-301 SUMO	SR-BI DiI inh
CC(=O)c1ccccc1OCC(O)CN1CCN(C(c2ccccc2)c2ccccc2)CC1 (centres undefined)	8	-19	-6	-5	-2	.	-1.2	-2	4	-6	5
CCCCNc1oc(-c2ccc(OC)cc2)nc1S(=O)(=O)c1ccccc1	8	-3	6	12	-1	102	1.0	0	2	1	-12
O=C(Cn1cnc2ccccc21)Nc1ccc(SC(F)F)cc1	34	-7	-2	-10	-2	98	1.8	-7	-10	0	10
COC(=O)C1=C(C)NC(C)=C(C(=O)OC)C1c1ccc2ccccc2n1	15	-11	1	15	2	94	0.4	-1	-5	-19	-15
CN(C)c1ccc(/C=N/NC(=O)CNC(=O)/C=C/c2ccccc2)cc1	47	0	-5	-13	-12	.	0.0	-3	-13	-8	13
CCCCN(CC)Cc1ccc(CNC(=O)Nc2ccc(OCC)cc2)o1	1	-1	2	2	-12	110	-0.4	5	4	-13	-2
O=C1CC(C(=O)N(CC2CCCO2)C(C(=O)NC2CCCCC2)c2ccncc2)CS1 (centres undefined)	-3	2	7	7	-8	91	-0.1	18	2	2	-7
O=C(/C=C/c1ccc2c(c1)OCO2)NC1CCCC1	8	-5	-2	-8	-11	94	0.7	0	55	51	8
CCNC(=O)CCc1nc(-c2ccc(C)cc2)no1	8	3	-4	-20	-4	106	-6.1	-2	.	-3	20
O=C(O)c1ccc(S(=O)(=O)c2ccc3c(c2)C(=O)N(NC(=O)c2ccc(O)cc2)C3=O)cc1	-9	-2	-18	14	-5	101	-3.0	6	-1	-3	-14
CCCCc1ccc(N=N/C(C(=O)Nc2cc(OC)c(NC(C)=O)cc2OC)=C(/C)O)cc1	-11	-10	-7	-87	0	101	1.2	1	-2	-4	87*
O=C(NC1CCCCC1)C(c1ccncc1)N(CC1CCCO1)C(=O)C(F)(F)F (centres undefined)	7	9	-5	-11	-4	.	1.9	-2	.	20	11
O=P(CCc1ccccc1)(c1ccccc1)c1ccccc1	14	-2	2	8	-4	129	-0.5	-2	17	.	-8
O=S(=O)(NCc1ccncc1)c1ccc(S(=O)(=O)NCC2CCCO2)cc1 (centres undefined)	-3	8	0	2	7	243	-1.9	-4	4	0	-2
Cc1ccc(NC(=S)c2ccc(N(C)C)cc2)cc1	-6	-17	0	-20	-6	120	0.2	4	14	-4	20
CCN(C(=O)c1nn(-c2ccc(OC)cc2)c(=O)c2c1c1ccccc1n2C)c1ccc(OC)cc1	-5	1	8	-23	0	94	0.0	-1	-3	12	23
COc1cc2[nH]c(=O)n(Cc3ccc(C(=O)NC4CCN(Cc5ccccc5)CC4)cc3)c(=O)c2cc1OC	22	-2	-5	.	41*	114	0.2	-2	-3	-2	.
CCOC(=O)c1c(C)c(C(=O)Nc2ccccc2)c(C)n1CC	-4	3	4	-44	-12	107	-1.5	-2	48	78	44
COc1ccc(CN=Cc2c(C(F)(F)F)[nH][nH]c2=O)cc1	1	0	-4	15	-2	109	-2.5	-1	.	-6	-15
CN(C)S(=O)(=O)c1cccc(NC(=O)c2cncc(Br)c2)c1	0	3	-19	-1	1	96	0.2	6	12	45	1
O=C(/C=C/C(=O)NCc1cccs1)NCc1cccs1	5	8	1	10	-4	72*	-0.1	-1	.	14	-10
O=C(CCN1C(=O)c2ccccc2S1(=O)=O)Nc1cc(Cl)ccc1Cl	5	0	0	-6	?	110	2.8	-2	1	332	6
Cc1cc(C(=O)NNC(=O)c2ccccc2F)c2ccccc2n1	19	-8	7	3	-9	102	0.2	0	-2	5	-3
Cc1ccc(Nc2nc(N)nc(CN3CCN(c4ccccc4)CC3)n2)cc1Cl	5	-8	-2	-3	0	105	1.7	4	-3	23	3
CCC(=O)N=c1sc2ccccc2n1-c1ccccc1	-13	-4	-7	3	-5	102	-2.9	-1	5	165	-3
Continued:
SMILES	Arr AP2 block	PKA-R1A activ	PKA-R2B activ	SR-BI uptake up	dFosB activator	DSG3 Ab inh	CDK5 p35 inh	NSD2 inh	MITF act	Mot1-301 SUMO	SR-BI DiI inh
Cc1cccc(C)c1OCC(O)CN1CCCCC1 (centres undefined)	6	-11	-7	1	-8	94	4.5	5	-6	70	-1
O=C1/C(=C/c2ccsc2)N2CCC1CC2	1	15	-7	48	-3	107	-3.2	7	.	5	-48
Cc1cccc(-c2oc3ccc(-c4ccc5c(c4)OCO5)cc3c2C#Cc2cncn2C)c1	6	-17	0	-27	-4	.	0.4	.	17	-4	27
O=C(CCC1CC(=O)Nc2ccccc21)NCc1ccc(F)cc1 (centres undefined)	-4	2	-9	10	-7	103	-2.3	-3	1	-22	-10
O=C(NCc1ccco1)C12CC3CC(C1)CC(C(=O)NCc1ccco1)(C3)C2	1	-3	-1	16	-6	100	-0.1	1	.	i	-16
O=C(CCCCC(=O)NN=Cc1ccc(Cl)cc1)NN=Cc1ccc(Cl)cc1	37	3	-9	-55	25*	93	1.1	33	1	.	55
CCOC(=O)CNC(=O)CN1CCCN(S(=O)(=O)c2ccc(Br)s2)CC1	17	-8	-9	1	-8	97	0.0	-2	-4	69	-1
O=C(NCc1ccccn1)c1cc(-c2ccccc2Cl)on1	1	7	-8	3	-14	90	0.5	3	58	-11	-3
Cc1nnc(SCc2nnc(-c3cccs3)o2)n1C1CCCCC1	-11	-3	-9	10	-4	99	-4.0	0	3	-5	-10
CCC(C)(C)n1nnnc1C(c1cc2cc3c(cc2[nH]c1=O)OCO3)N1CCN(C)CC1 (centres undefined)	0	4	9	50	-5	97	2.1	-1	0	25	-50
Cc1sc2nc(CSC(C)C(=O)Nc3ccccn3)[nH]c(=O)c2c1C (centres undefined)	13	-6	1	14	-9	106	-0.3	-2	1	13	-14
O=C(/C=C/c1cccc2ccccc12)N1CCOCC1	-7	0	-9	-23	2	107	1.7	-1	46	-4	23
CC(C)(CC(=O)O)CC(=O)N1CCN(c2nc3cc(Cl)ccc3s2)CC1	1	1	10	-27	3	105	0.1	-2	9	-26	27
O=C(Cc1ccc(NC(=O)C2CCN(C(=O)c3ccccc3)CC2)cc1)Nc1cccc(C(=O)N2CCCCC2)c1	-2	-5	6	-4	-2	103	0.0	.	10	.	4
CCCCNC(=O)Cc1c(OC)ccc2cc(Br)ccc12	-2	8	-9	-24	-6	111	-1.5	0	-4	1	24
CCN1CCCC1CNC(=O)C(=O)Nc1ccccc1 (centres undefined)	5	2	1	16	3	118	-0.3	4	64	-27	-16
COc1cccc(-c2nnc(-c3ccc(C(F)(F)F)cc3)o2)c1OC	6	-8	-2	7	-5	105	-0.2	0	.	.	-7
O=S(=O)(c1ccc2nc(COc3ccccc3)[nH]c2c1)N1CCOCC1	-5	-1	-9	-1	-5	105	0.9	-2	-8	-1	1
Cc1ccccc1CN1CCN(CC(=O)NCc2ccc3c(c2)OCO3)C1=O	15	-1	5	2	-10	103	0.3	-3	-4	-13	-2
Cn1ncc(Cl)c1C(=O)NC1CCCC1	-10	-4	-9	0	10	101	1.5	-2	9	-16	0
CCc1nnc(NC(=O)CSc2nc3ccccc3o2)s1	5	-16	1	21	-7	102	-0.9	0	7	-1	-21
COC(=O)[C@@H]1C[C@H]1[C@@H](NS(=O)(=O)c1ccccc1)c1ccccc1	-1	-16	-2	-5	3	98	0.4	.	6	2	5
COc1ccc(/C(C#N)=C/c2ccccn2)cc1	-4	2	-4	-21	-11	99	3.6	-8	79	-9	21
c1cncc(C2Nc3ccccc3-c3nc4ccccc4n32)c1 (centres undefined)	1	-7	-6	-21	-33	95	2.7	-1	14	-5	21
CCn1c(=O)c(=O)[nH]c2cc(C(=O)Nc3ccc(S(=O)(=O)N4CCCC4)cc3)ccc21	9	2	2	-30	-9	91	0.2	-2	.	-1	30
(list continues)
SMILES	Arr AP2 block	PKA-R1A activ	PKA-R2B activ	SR-BI uptake up	dFosB activator	DSG3 Ab inh	CDK5 p35 inh	NSD2 inh	MITF act	Mot1-301 SUMO	SR-BI DiI inh
CCOC(=O)c1cc(-c2ccc(C)cc2)n(CC(=O)NCc2ccco2)c1C	2	0	-4	-40	8	98	-0.1	.	.	-7	40
O=C(Nc1nnc(SCc2ccc(F)cc2)s1)C1=COCCO1	7	-7	2	18	-16	103	-0.5	-1	23	.	-18
COc1ccc(C(=O)NN=C2CCCC2)cc1	-26	-16	-3	-12	-7	99	-0.8	-2	.	-26	12
COc1ccccc1OCCNC(=O)c1c(-c2ccccc2Cl)noc1C	-3	1	-4	-16	-1	103	-2.6	-6	4	-7	16
COc1cccc(-c2cc(C(=O)N3CCN(S(=O)(=O)c4ccccc4)CC3)[nH]n2)c1	3	4	-6	-8	6	106	1.0	.	12	5	8
COc1c(-c2ccc(O)cc2)oc2cc(O)cc(O)c2c1=O	7	5	-13	0	-5	107	4.8	.	9	-14	0
Cc1noc(C)c1COc1ccc(C(=O)O)cc1	1	-7	-10	2	-6	100	-1.7	-2	9	-11	-2
CC(C)C1NC(=S)N(Cc2ccccc2)C1=O (centres undefined)	4	1	7	28	2	97	1.6	1	.	.	-28

Screens (PubChem)
